BCR signal inh = chronic active BCR signaling inhibition. actives 0.05% (n = 340,000). ABC-DLBCL IkBa-CBG/CBR reporter, luminescence ratio, 4 h. Potency, µM (titrated, usually from 46.1 µM), for the others: at the top dose ratio change, negative = lower green/red ratio, actives largely listed as inhibitors; active means well fitted inhibition curve with a large enough effect in the signal ratio, with a control signal flat, not every such curve was filed as active; inconclusive means small, poorly fitted or top-dose-only effect, or effect the other way, or a change in a side signal; the % refers to the signal ratio;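 further: potency means the concentration at half of the fitted maximal effect; plate controls were basal doxycycline-induced cells for no effect and cells given 10 µM MG132 for full effect; MG132 reads +100%, hits lower the ratio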
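Doxycycline induced both beetle luciferases in TMD8 lymphoma cells; IKK-driven degradation limits the IkappaBalpha-fused green signal, while red luminescence normalises for cell number and nonspecific effects. Compounds tested up to 46 uM, 4 hrs.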
Coupling enz = inhibits coupling enzyme system, counter-screen for aldolase hits | coupling enzyme system counterscreen, AmpLite Red fluorescence | actives 0.67% (n = 290,000) | activity change, negative = inhibition, % at 58.2 µM, hits read low; in the data active means activity change below about -30%
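Counterscreen of the coupled detection system alone, without aldolase: glyceraldehyde-3-phosphate coupling enzymes plus AmpLite Red readout. Compounds at 57.5 uM final, 10 min RT preincubation, 20 min RT reaction, fluorescence 525/598 nm.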
uPA surface inh = blocks generation of uPA at the cell surface. cell surface uPA generation assay, qHTS. Potency, µM (doses to about 38.3 µM), for the others: at the highest dose activity change, negative = inhibition, hits mostly inhibitors. actives 0.31% (n = 330,000). AID 540303; active means well fitted inhibition curve with a large enough effect; inconclusive means small, poorly fitted or top-dose-only effect; inactive means no such curve, though single readings can be large or run the other way; tested in mouse RAW 264.7 cells; further: potency means the concentration at half of the fitted maximal effect; nearly all actives have a fitted effect of over 55% in size
Giardia killer = Giardia lamblia killing; Giardia lamblia trophozoite viability; activity change, % at 7.66 µM, hits read low; actives 0.15% (n = 340,000); AID 540267; in the data active means activity change below about -80%; inconclusive means between about -30% and that limit;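 further: parasites exposed to compound for two days anaerobically before the ATP read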
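Trophozoites 100 cells/well + cpd; 48 hrs, 37 deg C, anaerobic. ATPLite 1-Step added, 15-30 min RT, luminescence read (ATP-based viability).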
Eya2 inh = blocks the phosphatase activity of human Eya2 | AID 488837 | actives 0.006% (n = 330,000) | Potency, µM (highest dose often 76.9 µM), for the others: top-dose activity, negative = inhibition, most hits filed as inhibitors | recombinant Eya2, OMFP fluorescence dephosphorylation (OMFP is methylfluorescein phosphate); further: potency means the concentration at half of the fitted maximal effect
Target sequence (O00167 whole entry, looked up): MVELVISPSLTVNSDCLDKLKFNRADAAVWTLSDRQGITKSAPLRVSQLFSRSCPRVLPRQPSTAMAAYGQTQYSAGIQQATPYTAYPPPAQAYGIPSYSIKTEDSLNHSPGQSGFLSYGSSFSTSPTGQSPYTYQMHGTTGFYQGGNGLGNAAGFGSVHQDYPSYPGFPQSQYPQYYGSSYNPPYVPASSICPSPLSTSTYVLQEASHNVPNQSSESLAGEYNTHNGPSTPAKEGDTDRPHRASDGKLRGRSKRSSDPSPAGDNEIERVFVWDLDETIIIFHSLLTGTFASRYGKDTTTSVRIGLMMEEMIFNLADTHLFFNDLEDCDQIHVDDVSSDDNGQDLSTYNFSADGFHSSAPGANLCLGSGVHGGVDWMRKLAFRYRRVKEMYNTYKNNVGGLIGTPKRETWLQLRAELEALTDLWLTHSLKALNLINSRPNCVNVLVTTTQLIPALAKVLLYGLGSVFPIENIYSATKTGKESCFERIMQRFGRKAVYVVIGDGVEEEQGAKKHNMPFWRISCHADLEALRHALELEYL
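Eya2 (0.2 uM) preincubated 10 min at ambient with compound, then OMFP substrate added at 50 uM; 10 min reaction in 50 mM HEPES pH 7.5, 50 mM NaCl, 5 uM MgCl2, 0.05% BSA, 1 mM DTT. Fluorescence read at Ex 485/Em 525 nm.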
B2AR arrestin = agonists driving beta-arrestin recruitment to human beta2-adrenergic receptor; P07550; beta-arrestin recruitment to beta2AR, cell-based reporter; Potency, µM (titrated, usually from 46.1 µM), for the others: at the top dose activation, usual class: activators; actives 0.02% (n = 330,000); AID 492947;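 further: potency means the concentration at half of the fitted maximal effect; 0% = DMSO controls and full agonism = EC100 isoproterenol or metaproterenol; nearly all actives have a fitted effect of over 65% in size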
KCNH2 WT inh = KCNH2 (human, wildtype) channel inhibition; actives 0.37% (n = 340,000); U2OS, BacMam KCNH2, thallium flux FluxOr; hits give low values; activity change, % at 1.84 µM; Q12809;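 active means maximum activity change below -70%; inconclusive means maximum activity change between -70% and -50%; inactive means maximum activity change above -50%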
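U2OS cells transduced with wild-type KCNH2 virus are loaded with FluxOr dye for 45 min, and thallium flux is measured in kinetic reads before and after stimulation buffer. Rate constants are normalized to DMSO controls.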
PKM2 act = increases activity of human pyruvate kinase M2 | AID 1631 | P14618 | purified PKM2, Kinase-Glo ATP luminescence, activation; response scale: 0% is enzyme alone, no compound | actives 0.34% (n = 260,000) | Potency, µM (top dose mostly 57.5 µM), inactives show at the highest dose activation, hits mostly activators; further: potency means the concentration at half of the fitted maximal effect; nearly all actives have a fitted effect of over 55% in size
Target sequence (P14618 whole entry, looked up): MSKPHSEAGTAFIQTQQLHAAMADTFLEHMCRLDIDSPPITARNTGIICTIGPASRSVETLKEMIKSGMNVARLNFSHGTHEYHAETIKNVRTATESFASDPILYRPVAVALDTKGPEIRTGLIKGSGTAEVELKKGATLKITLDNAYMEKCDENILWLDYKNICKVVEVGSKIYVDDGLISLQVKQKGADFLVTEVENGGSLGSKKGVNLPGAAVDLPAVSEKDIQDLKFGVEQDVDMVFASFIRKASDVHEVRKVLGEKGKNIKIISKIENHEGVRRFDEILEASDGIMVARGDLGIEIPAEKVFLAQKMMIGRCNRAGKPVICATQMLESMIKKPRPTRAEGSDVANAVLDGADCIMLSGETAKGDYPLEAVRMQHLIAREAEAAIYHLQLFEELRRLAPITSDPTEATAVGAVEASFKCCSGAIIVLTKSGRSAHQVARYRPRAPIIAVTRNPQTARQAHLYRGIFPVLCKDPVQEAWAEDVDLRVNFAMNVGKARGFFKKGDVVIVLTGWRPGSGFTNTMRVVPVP
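ATP formation by purified human PK-M2, quantified via coupled luciferase luminescence after 1 h at room temperature with 0.1 mM ADP and 0.5 mM PEP final.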
KCNH2 3.1 block = blocks the human KCNH2 3.1 channel isoform. U2OS KCNH2 3.1, thallium flux FluxOr; hits give low values. activity change, % (tested at about 1.8 µM). actives 0.95% (n = 340,000). AID 720553;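 active means maximum activity change below -70%; inconclusive means maximum activity change from -70% to -50%; inactive means maximum activity change above -50%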;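 further: thallium influx rate constant from kinetic fluorescence after stimulation buffer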
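U2OS cells transduced with KCNH2 3.1 mutant virus (1.77 x 10^8 /mL, 4 h), plated overnight at 37 C, loaded 45 min with FluxOr dye plus Red40 quencher. Thallium flux rate constant from kinetic reads after stimulation buffer, normalised to controls.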
USP2a inh = USP2a (human) protease inhibition. actives 0.01% (n = 330,000). O75604. AID 463254. Potency, µM (doses to about 38.3 µM), for the others: at the top dose activity change, negative = inhibition, most hits filed as inhibitors. USP2 core, Ub-CHOP2 coupled fluorogenic reporter, 485/531;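 further: potency means the concentration at half of the fitted maximal effect; plate controls were DMSO wells for no effect and full inhibition by NEM control for full effect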
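Deubiquitinase activity read as fluorescence (485/531 nm) after Ub-CHOP2 cleavage activates the enterokinase reporter on its substrate; USP2 core 10nM, Ub-CHOP2 and substrate 25nM each, 30min compound preincubation then 60min RT; data normalized to NEM, curves fitted.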
GALK inh = blocks human galactokinase activity; Purified GALK, Kinase-Glo residual ATP luminescence; Potency, µM (highest dose often 57.5 µM), without a hit: at the top dose activity change, negative = inhibition, actives largely listed as inhibitors; actives 0.007% (n = 270,000); further: potency means the concentration at half of the fitted maximal effect
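GALK at 5 nM final was combined with compound, 35 uM ATP and 100 uM galactose in HEPES pH8.0 with MgCl2 and DTT. The reaction ran one hour at room temperature before luminescent ATP detection.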
* hit, by the source's call; ? = inconclusive; / = no result given; & = joins results of further samples; [ ] = another dose, or the depositor's remark. Unless noted, the call rests on the fitted dose curve; in most records, active means well fitted curve in the direction sought with a large enough effect; inconclusive means small, poorly fitted or top-dose-only effect, or another doubt; inactive means no such curve, though single readings can be large; an effect the other way counts as inactive or inconclusive. Unless noted, on the % scale 0 is the no-effect control and ±100 the full control effect.

SMILES | BCR signal inh | Coupling enz | uPA surface inh | Giardia killer | Eya2 inh | B2AR arrestin | KCNH2 WT inh | PKM2 act | KCNH2 3.1 block | USP2a inh | GALK inh
CN(C)S(=O)(=O)c1ccc(Cl)c(NC(=O)COC(=O)CCC2CCCCC2)c1 | 5% | / | 0% | 11 | -8% | 0.0% | -7 | / | 2 | -1% | /
N#Cc1c(N2CCCCC2)nc(N2CCCCC2)c2c1CCN(Cc1ccccc1)C2 | 6% | 0 | / | 5 | 17% | -0.6% | -7 | -5% | -4 | 0% | 2%
O=C(CCCC(=O)N1CCN(c2ccccc2F)CC1)c1ccccc1 | ? | -2 | 14% | 8 | -4% | -0.6% | 4 | 16% | 3 | -1% | /
Cc1cc(C)n(-c2ccc(Cl)c(C(=O)O)n2)n1 | 0% | -7 | -2% | 17 | -4% | -0.7% | -3 | -4% | -6 | -1% | 6%
CCCN(Cc1cc2cc(C)ccc2[nH]c1=O)C(=O)c1ccccn1 | -1% | -10 | 2% | 6 | -6% | 0.3% | -30 | -1% | -2 | -1% | 0%
CCN1C(=O)C(CC(=O)Nc2ccc(OC)cc2)N(CCCN2CCN(c3ccc(OC)cc3)CC2)C1=S (stereo unspecified) | -19% | 2 | -4% | -6 | -10% | -0.3% | 16 | -1% | -49 | -8% | 0%
CC(C)N(C(=O)N1CCC(c2nc(-c3ccncc3)no2)CC1)C(C)C | 2% | 8 | / | 1 | -14% | -0.2% | -22 | -10% | 5 | 1% | 1%
O=c1c2ccccc2nnn1CSc1nnc(-c2cccc(S(=O)(=O)N3CCCCC3)c2)o1 | ? | -2 | 0% | 22 | -2% | -0.2% | -12 | -10% | 11 | -3% | 3%
CCCn1c(NC(=S)Nc2ccccc2)nc2ccccc21 | ? | 1 | 2% | 13 | 2% | -0.6% | 3 | 0% | 5 | 3% | 2%
CCOC(=O)c1[nH]cnc1C(=O)Nc1ccccc1OC | 3% | 1 | -2% | 5 | 7% | -0.1% | 0 | 0% | -4 | 1% | -7%
CC1CCN(CC(=O)NC2CCCCC2)CC1 | 0% | 3 | -3% | -23 | 11% | -0.8% | 5 | 0% | -3 | -1% | -4%
Cn1nc(OCCOc2ccccc2)ccc1=O | ? | 0 | -6% | -12 | 1% | -0.8% | 15 | 13% | 12 | -1% | 4%

Next part; the last 3 above are carried over.
SMILES | BCR signal inh | Coupling enz | uPA surface inh | Giardia killer | Eya2 inh | B2AR arrestin | KCNH2 WT inh | PKM2 act | KCNH2 3.1 block | USP2a inh | GALK inh
CCOC(=O)c1[nH]cnc1C(=O)Nc1ccccc1OC | 3% | 1 | -2% | 5 | 7% | -0.1% | 0 | 0% | -4 | 1% | -7%
CC1CCN(CC(=O)NC2CCCCC2)CC1 | 0% | 3 | -3% | -23 | 11% | -0.8% | 5 | 0% | -3 | -1% | -4%
Cn1nc(OCCOc2ccccc2)ccc1=O | ? | 0 | -6% | -12 | 1% | -0.8% | 15 | 13% | 12 | -1% | 4%
O=C(N[C@H](Cc1ccc(Cl)cc1)C(=O)O)OCC1c2ccccc2-c2ccccc21 | -12% | 8 | 6% | -12 | 17% | -0.1% | 3 | -3% | 2 | 2% | /
O=C(/C=C/c1ccncc1)c1cc(Cl)ccc1O | ? | 3 | -1% | 9 | 4% | -0.1% | -1 | -36% | 4 | 9% | -3%
CC(C)(C)c1ccc(C(=O)N/C(=C\c2ccco2)C(=O)O)cc1 | 9% | 2 | -2% | 4 | 3% | -0.2% | -8 | 4% | 6 | 0% | 1%
CCC(C(=O)Nc1ccc(C(=O)Nc2ccccc2C(=O)O)cc1)c1ccccc1 (stereo unspecified) | -2% | / | 1% | -7 | -4% | -1.0% | 4 | / | -21 | -2% | -6%
CC1CCC(NC(=O)c2cc3c(s2)CS(=O)(=O)C3)CC1 (stereo unspecified) | 13% | 0 | 0% | -6 | -22% | 0.0% | 3 | 1% | 5 | 1% | -3%
O=C(Nc1ccc2c(c1)CCC2)c1cnn2c1NC(c1ccco1)CC2C(F)(F)F (stereo unspecified) | 11% | -4 | 1% | 34[activator] | 16% | -1.5% | 0 | 2% | 3 | 3% | 0%
CCCCNC(=O)C(C#N)c1nc2ccccc2nc1N1CCN(c2ccccc2F)CC1 (stereo unspecified) | 2% | -4 | 3% | -1 | -9% | 0.9% | 14 | -5% | 4 | 4% | -1%
O=C(CSc1ncnc2c1oc1ccccc12)Nc1cccc(Cl)c1 | -2% | 1 | 2% | 10 | -4% | -0.2% | 0 | 0% | -4 | 1% | 0%
N#Cc1ccc(CSc2nnc(-c3cccc(S(=O)(=O)N4CCCCC4)c3)o2)cc1 | 7% | 0 | -6% | -8 | 1% | -0.1% | 8 | 1% | -15 | -3% | -2%
Cc1ccc(C2CC(=O)Oc3cc(C)c(Br)c(C)c32)cc1 (stereo unspecified) | ? | 0 | 28% | -19 | -15% | 0.2% | -6 | / | -13 | -1% | /
Cc1cc(C)nc(Sc2ccc3nnc(C(F)(F)C(F)(F)C(F)(F)F)n3n2)n1 | -6% | 4 | -18% | 6 | 0% | 0.2% | -2 | 10% | 9 | -2% | 0%
CCN(CC)c1nc(N)nc(N(c2ccccc2)c2ccccc2)n1 | 11% | 0 | -2% | -26 | -13% | -0.6% | 23 | 1% | -5 | -10% | 2%

Single values from the entries so far:
Entry for Cc1cc(C)nc(Sc2ccc3nnc(C(F)(F)C(F)(F)C(F)(F)F)n3n2)n1 in Giardia killer: 6
Entry for CCCn1c(NC(=S)Nc2ccccc2)nc2ccccc21 in Coupling enz: 1
Entry for Cn1nc(OCCOc2ccccc2)ccc1=O in PKM2 act: 13%
Entry for O=C(CCCC(=O)N1CCN(c2ccccc2F)CC1)c1ccccc1 in USP2a inh: -1%
Entry for N#Cc1ccc(CSc2nnc(-c3cccc(S(=O)(=O)N4CCCCC4)c3)o2)cc1 in Eya2 inh: 1%

(list continues)
SMILES | BCR signal inh | Coupling enz | uPA surface inh | Giardia killer | Eya2 inh | B2AR arrestin | KCNH2 WT inh | PKM2 act | KCNH2 3.1 block | USP2a inh | GALK inh
Cn1cc(-c2ccccc2C(=O)O)c(=O)c2ccccc21 | -1% | 2 | 0% | -17 | -1% | 0.1% | -3 | / | -5 | 1% | 5%
Cc1ccc(N2CCN(C(=O)NC3CCCCC3)CC2C)cc1 (stereo unspecified) | ? | 0 | 2% | 6 | -3% | 0.0% | -19 | -2% | 12 | 1% | 3%
Cn1nccc1C(=O)NC(=S)Nc1cc(Cl)cc(Cl)c1 | ? | -1 | -18% | 14 | -16% | 0.7% | -12 | / | 1 | 3% | 2%
CC(=O)Nc1ccc(-c2nc3ccc(NC(C)=O)cc3o2)cc1 | -7% | 1 | ? | -21 | 4% | 0.0% | 40 | / | 8 | 1% | 0%
COc1cc(C(=O)NCC(=O)N/N=C\C(C)=C/c2ccccc2)cc(OC)c1OC | ? | 2 | -5% | -8 | -12% | 0.5% | 4 | / | -3 | -1% | 3%
Cc1cc(O)c(-c2cc(C(=O)NCCc3ccc(S(N)(=O)=O)cc3)[nH]n2)cc1C | ? | -3 | -1% | 13 | 1% | -0.5% | -1 | 1% | 1 | 3% | /
CCCc1cc(=O)[nH]c(SCC(=O)Nc2cccc(S(=O)(=O)N3CCCCC3)c2)n1 | 5% | / | ? | -6 | 0% | -0.2% | -4 | / | -22 | -6% | /
CN(C)S(=O)(=O)c1ccc(N2CCCC2)c(C(=O)NCc2cccc(C(F)(F)F)c2)c1 | 6% | -1 | -1% | -11 | 12% | -0.2% | 11 | 0% | -6 | 4% | -1%
CC1CCc2c(nc3ncnn3c2NCCc2ccccc2F)C1 (stereo unspecified) | 5% | 0 | -6% | -10 | -7% | -0.4% | -10 | -10% | -44 | 1% | 2%
O=C(C1CCCCC1)N1CCN(c2nc(-c3ccc(F)cc3)cs2)CC1 | 3% | -1 | -2% | -1 | 7% | -0.2% | -5 | / | -8 | -1% | 1%
N#Cc1ccc(C23CC4(C2)[C@H](CN(Cc2cccnc2)[C@@H]4c2ccccc2)C3c2ccccc2)cc1 (stereo partly specified) | 7% | 4&0 | ? | 20 | 5% | -1.2% | 7 | 7%&-2% | -9 | 0% | 0%
CCN1C(=O)/C(=C/c2cnn(C)c2C)SC1=S | ? | 0 | / | / | 6% | 0.0% | / | 2% | / | 3% | 0%

Bioassay records as filed in PubChem BioAssay.

Rows are unselected; overall some 2.4% were active at least once.
